PhoP GFP inhibition: PhoP regulon inhibitors, Salmonella typhi PhoP promoter GFP reporter, confirmatory (AID 1850) | Salmonella Typhi PhoP-promoter GFP reporter, fluorescence, 4 h; higher % means a stronger effect | one-dose inhibition, % at 50 µM; IC50 in µM for titrated hits | 0.33% of 310,000 active; in the data active = a potency from the dose series; inconclusive = inhibition mostly from about 25% at the one dose, without a potency; inactive = the rest, 99 in 100 with inhibition below about 19%;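 also: 0% = induced wells with vehicle and 100% = uninduced wells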
M. tuberculosis: growth inhibition of non-replicating M. tuberculosis (AID 488890); Mycobacterium tuberculosis non-replicating, growth inhibition; higher % means a stronger effect; inhibition, % at 25 µM, or IC50 in µM where a hit was titrated; 0.39% of 320,000 active; in the data active = a potency from the dose series; inconclusive = inhibition mostly from about 82% at the one dose, without a potency; inactive = the rest, 99 in 100 with inhibition below about 76%;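 also: plate controls were DMSO cells for no effect and high antibiotic wells for full effect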
influenza NS1A: NS1A inhibition, H1N1 influenza, cell based functional assay (AID 504329). 0.3% of 340,000 active. one-dose inhibition, % at 12.5 µM; IC50 in µM for titrated hits. NS1A functional cell-based assay, percent inhibition; higher % means a stronger effect; in the data active = a potency from the dose series; inconclusive = inhibition above about 27% without an active follow-up result; also: strong numbers were not always called active
H37Rv inhibition: M. tuberculosis growth inhibition, HTS (AID 449762) | M. tuberculosis H37Rv growth inhibition, 7H9 media; higher % means a stronger effect | inhibition, % at 25 µM; hits with a dose series show IC50 in µM | 0.59% of 330,000 active; in the data active = a potency from the dose series; inconclusive = inhibition above about 70% without an active follow-up result;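 also: bacterial growth assessed after seven days of incubation; strong numbers were not always called active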
inhibitors of VEEV: inhibitors of VEEV TC-83 cytopathic effect, confirmation, Vero cells (AID 588727); Vero cells, VEEV TC-83 cytopathic effect inhibition; higher % means a stronger effect; inhibition, % at 20 µM, or IC50 in µM where a hit was titrated; 0.13% of 350,000 active; in the data active = a potency from the dose series; inconclusive = inhibition mostly from about 14% at the one dose, without a potency; inactive = the rest, 99 in 100 with inhibition below about 12%; also: strong numbers were not always called active
inhibitors of VEEV 10K pilot screen: also measured in inhibitors of VEEV; calls as there; inhibition, %; measured here: 10K pilot screen inhibition
Active calls of the source: *; i = inactive; ? = inconclusive; . = not tested or not shown.

SMILES	PhoP GFP inhibition	M. tuberculosis	influenza NS1A	H37Rv inhibition	inhibitors of VEEV	others
Cc1onc(-c2ccccc2Cl)c1C(=O)Nc1ccc(OCC(=O)N2CCOCC2)cc1	-3%	-5%	-2%	-3%	0.3%	inhibitors of VEEV 10K pilot screen=0.1
CC(C)(C)OC(=O)N1CCC[C@H]1C(=O)Nc1ccc(C#N)cc1	3%	-10%	-20%	2%	i
COc1cccc(NC(=O)CN(c2ccccc2OC)S(=O)(=O)c2cccs2)c1	.	35%	-5%	-9%	7.3%
CCC(C)N(C(=O)CSc1nnc(NC(C)C)s1)C1CCS(=O)(=O)C1 (stereo unspecified)	-1%	-4%	4%	0%	0.1%
Cc1ccc(S(=O)(=O)Nc2cccc(-c3ccc(N4CCCCCC4)nn3)c2)cc1	-31%	30%	5%	11%	1.5%
CCOc1c(Br)cc(C2NS(=O)(=O)N=C3CCCCCN32)cc1OC (stereo unspecified)	-4%	5%	-2%	1%	0.8%
Cc1ccccc1Nc1nc(Nc2ccccc2C)nc(SC2=NCCS2)n1	6%	3%	6%	7%	8.5%
C=CCNC(=O)/C(=C/c1ccco1)NC(=O)c1ccc(Br)o1	5%	6%	4%	-4%	i
COC(=O)c1cc(C(=O)OC)cc(N2C(=O)CC(NNC(=O)c3ccccc3Br)C2=O)c1 (stereo unspecified)	-8%	2%	-8%	-5%	2.6%
COc1ccc(C(=O)c2oc3ccc(Br)cc3c2NC(C)=O)cc1	2%	1%	-4%	2%	i
COc1ccc2oc(C)c(NC(C)=O)c2c1	-4%	-9%	1%	-3%	i
COc1cc(NC(=O)c2ccccc2Cl)c2ncccc2c1	-4%	57%	0%	4%	i
O=C(CSCCS(=O)(=O)c1ccc(Cl)cc1)Nc1ccccc1	1%	0%	-16%	1%	1.1%
c1csc(-c2nnc(NC3CCCCC3)c3ccccc23)c1	-2%	52%	-6%	-4%	i
Cc1ccc(C)c(N2CCN(C(=O)C3CCN(S(=O)(=O)c4c(C)noc4C)CC3)CC2)c1	2%	51%	4%	-5%	11%
Nc1cccc(-c2nc3cc(S(=O)(=O)c4ccc5oc(-c6cccc(N)c6)nc5c4)ccc3o2)c1	1%	0%	0%	17%	3.0%
CC1CCCCC1NC(=O)NC(=O)CCl (stereo unspecified)	-9%	?	-6%	?	?
CCCCCCC(NC(=O)Cc1ccc2ccccc2c1)C(=O)O (stereo unspecified)	.	.	-3%	.	0.8%
C=CCN1C(=O)C(Cc2cccc(Cl)c2)S/C1=N/N=C/c1ccco1 (stereo unspecified)	1%	-22%	0%	-13%	i
Cc1noc(C)c1S(=O)(=O)N(CC(=O)N1CCCC1)c1ccc(C(C)C)cc1	-10%	11%	4%	2%	2.5%
CCOc1ccc(S(=O)(=O)Nc2ccccc2C(=O)NCC2CCCO2)cc1 (stereo unspecified)	-3%	-5%	3%	-10%	0.6%
O=C(Oc1ccc2c(c1)C(=O)c1ccccc1CO2)c1ccccc1	-9%	.	1%	-2%	3.6%
COc1cc(-c2nnc(-c3cccs3)o2)cc(OC)c1OC	-5%	8%	-4%	6%	10%
CCN(CC)CCNC(=O)c1ccc(NC(=O)Nc2cccc3ccccc23)cc1	2%	34%	8%	0%	0.7%
CC(=O)c1c(C)[nH]c(C(=O)OCC(=O)Nc2cc(C(F)(F)F)ccc2N2CCOCC2)c1C	-5%	11%	-5%	4%	10%

An excerpt from above in order of length of the SMILES, lowest first:
SMILES	PhoP GFP inhibition	M. tuberculosis	influenza NS1A	H37Rv inhibition	inhibitors of VEEV	others
CC1CCCCC1NC(=O)NC(=O)CCl (stereo unspecified)	-9%	?	-6%	?	?
COc1ccc2oc(C)c(NC(C)=O)c2c1	-4%	-9%	1%	-3%	i
c1csc(-c2nnc(NC3CCCCC3)c3ccccc23)c1	-2%	52%	-6%	-4%	i
CCCCCCC(NC(=O)Cc1ccc2ccccc2c1)C(=O)O (stereo unspecified)	.	.	-3%	.	0.8%
O=C(CSCCS(=O)(=O)c1ccc(Cl)cc1)Nc1ccccc1	1%	0%	-16%	1%	1.1%
C=CCNC(=O)/C(=C/c1ccco1)NC(=O)c1ccc(Br)o1	5%	6%	4%	-4%	i
CCOc1c(Br)cc(C2NS(=O)(=O)N=C3CCCCCN32)cc1OC (stereo unspecified)	-4%	5%	-2%	1%	0.8%
CC(C)(C)OC(=O)N1CCC[C@H]1C(=O)Nc1ccc(C#N)cc1	3%	-10%	-20%	2%	i
C=CCN1C(=O)C(Cc2cccc(Cl)c2)S/C1=N/N=C/c1ccco1 (stereo unspecified)	1%	-22%	0%	-13%	i
CCC(C)N(C(=O)CSc1nnc(NC(C)C)s1)C1CCS(=O)(=O)C1 (stereo unspecified)	-1%	-4%	4%	0%	0.1%
COc1cccc(NC(=O)CN(c2ccccc2OC)S(=O)(=O)c2cccs2)c1	.	35%	-5%	-9%	7.3%
Cc1ccc(S(=O)(=O)Nc2cccc(-c3ccc(N4CCCCCC4)nn3)c2)cc1	-31%	30%	5%	11%	1.5%
Cc1onc(-c2ccccc2Cl)c1C(=O)Nc1ccc(OCC(=O)N2CCOCC2)cc1	-3%	-5%	-2%	-3%	0.3%	inhibitors of VEEV 10K pilot screen=0.1
COC(=O)c1cc(C(=O)OC)cc(N2C(=O)CC(NNC(=O)c3ccccc3Br)C2=O)c1 (stereo unspecified)	-8%	2%	-8%	-5%	2.6%
Cc1ccc(C)c(N2CCN(C(=O)C3CCN(S(=O)(=O)c4c(C)noc4C)CC3)CC2)c1	2%	51%	4%	-5%	11%
CC(=O)c1c(C)[nH]c(C(=O)OCC(=O)Nc2cc(C(F)(F)F)ccc2N2CCOCC2)c1C	-5%	11%	-5%	4%	10%
Nc1cccc(-c2nc3cc(S(=O)(=O)c4ccc5oc(-c6cccc(N)c6)nc5c4)ccc3o2)c1	1%	0%	0%	17%	3.0%

Further compounds.
SMILES	PhoP GFP inhibition	M. tuberculosis	influenza NS1A	H37Rv inhibition	inhibitors of VEEV	others
COc1ccccc1N(CC(=O)Nc1ccc2c(c1)OCCO2)S(C)(=O)=O	9%	-16%	-1%	-2%	0.5%
Cc1ccc(N)cc1C	.	.	-28%	.	0.0%
c1cc(CNc2ccc3c(c2)OCO3)ccn1	-9%	7%	8%	-1%	3.0%
Cc1ccc(C(=O)Nc2cc3c(cc2N2CCCCC2)n(C)c(=O)n3C)cc1	-1%	2%	9%	-3%	1.9%
CCNC(=O)c1sc(-c2ccccc2)nc1C	-3%	-3%	-18%	-18%	i
CC(C)(C)N1C(=O)c2ccc(C(=O)Nc3ccc(-c4nc5ccccc5[nH]4)cc3)cc2C1=O	-6%	12%	7%	1%	1.5%
O=C(NC(=S)NN1CCCCC1c1cccnc1)c1ccc(Cl)cc1Cl (stereo unspecified)	1%	-5%	0%	-5%	5.7%
Cc1ccc(S(=O)(=O)N[C@H](C(=O)Oc2ccc3c(C(F)(F)F)cc(=O)oc3c2)c2ccccc2)cc1	6%	21%	1%	-5%	0.6%
CCOc1ccc(C(=O)NC(=S)NC2CCCC2)cc1[N+](=O)[O-]	-1%	39%	-2%	3%	i
CCOC(=O)C1CCCN(c2nc3ccccc3nc2C(C#N)C(=O)NCc2ccccc2)C1 (stereo unspecified)	-12%	31%	-7%	7%	8.2%
O=C(Cn1ncc2c(=O)oc3ccccc3c21)NCCc1ccsc1	-2%	-6%	-6%	-8%	1.3%
CCOC(=O)c1c(NC(=O)C2=COCCO2)sc2c1CCN(C(=O)OC)C2	0%	-6%	-11%	12%	6.5%
CCCCn1c(SCC(=O)c2ccc(OC)cc2OC)nc2cc(S(N)(=O)=O)ccc21	8%	13%	-1%	10%	5.3%
CCC1CCCCN1CCCNC(=O)Cn1nc(-c2ccc(C)cc2)ccc1=O (stereo unspecified)	-5%	16%	-13%	-5%	i
Cc1cnc(NC(=O)C2CC(=O)N(c3ccc4c(c3)OCCO4)C2)s1 (stereo unspecified)	.	21%	0%	6%	i
CC(C)(C)N=C1NN=C(c2ccc(Cl)cc2)CS1	-2%	27%	1%	1%	0.4%
COc1ccc(C(NC(=O)C(C)(C)C)NC(=O)C(C)(C)C)cc1	-3%	-6%	9%	-5%	0.4%
O=c1[nH]c(O)c(/C=C2/C=CC(c3cc(Cl)ccc3Cl)=N2)c(=O)[nH]1	-7%	0.34µM*	7%	?	?
Cc1ccc(Cl)cc1NC(=O)CNCC(c1ccccc1)N(C)C (stereo unspecified)	-2%	17%	-10%	2%	i
CCN1CCN(C(=O)Nc2cccc(C(F)(F)F)c2)CC1	-5%	-5%	3%	-4%	3.3%
O=C(O)CSCc1nc2scc(-c3ccccc3)c2c(=O)[nH]1	-14%	6%	-7%	5%	0.3%
Cc1nc(C)c(-c2nnc(-c3cccc(S(=O)(=O)N(C)C)c3)o2)cc1C(=O)NN	3%	-11%	5%	-1%	4.5%
CCn1c(CCC(=O)N(C)CC(=O)Nc2cccc(F)c2)nc2cc(S(=O)(=O)N(C)C)ccc21	6%	9%	-2%	-1%	2.0%
COc1cccc2cc(C(=O)NC3CC(C)(C)NC(C)(C)C3)c(=O)oc12	0%	.	.	-9%	.
CCCCC(c1nnnn1CS(=O)(=O)c1ccc(C)cc1)N1CCN(c2ccccc2)CC1 (stereo unspecified)	11%	4%	8%	1%	i	inhibitors of VEEV 10K pilot screen=0.8

Random excerpt: two entries already listed
SMILES	PhoP GFP inhibition	M. tuberculosis	influenza NS1A	H37Rv inhibition	inhibitors of VEEV	others
O=c1[nH]c(O)c(/C=C2/C=CC(c3cc(Cl)ccc3Cl)=N2)c(=O)[nH]1	-7%	0.34µM*	7%	?	?
CCOc1ccc(S(=O)(=O)Nc2ccccc2C(=O)NCC2CCCO2)cc1 (stereo unspecified)	-3%	-5%	3%	-10%	0.6%

Following part
SMILES	PhoP GFP inhibition	M. tuberculosis	influenza NS1A	H37Rv inhibition	inhibitors of VEEV	others
O=C(c1nc2n(n1)C(c1ccc(Cl)cc1)C=C(c1ccccc1)N2)N1CCOCC1 (stereo unspecified)	-8%	-9%	7%	-5%	7.1%
CC(=O)Nc1ccc(NC2CCCCC2NS(=O)(=O)c2ccc(Cl)cc2)cc1 (stereo unspecified)	5%	19%	6%	1%	1.2%
COc1ccc(NC(=O)NC(C)c2ccc3c(c2)OCO3)c(OC)c1 (stereo unspecified)	-5%	-4%	20%	-7%	1.3%
CC(=O)N1CC(C)Sc2ccc(S(=O)(=O)NC(C)c3ccccc3)cc21 (stereo unspecified)	9%	-4%	0%	-2%	3.4%
CCCCOC(=O)c1ccc(NC(=S)NC(=O)c2ccco2)cc1	-5%	?	-4%	?	5.3%
COc1ccccc1OCC(=O)NNC(=O)Nc1ccccc1	0%	5%	-2%	2%	2.8%
Cc1cc(OC(C)C(=O)NCCCn2ccnc2)c2c(C)cc(=O)oc2c1 (stereo unspecified)	4%	5%	-13%	-6%	4.7%
C/C(CC(=O)Nc1c(C)cc(C)cc1C)=N\NC(=O)Cc1ccccc1	-4%	-3%	-13%	-1%	i
COc1cc(-c2nc3cc(C)ccn3c2NC2CCCCC2)ccc1-c1ccc(C(C)=O)cc1	-15%	60%	-5%	?	3.0%
CC(C)NC(=S)N/N=C/c1ccc(C(C)(C)C)cc1	-4%	0%	0%	3%	i
COc1ccc(Cl)cc1NC(=O)COC(=O)c1ccc(C)o1	.	53%	-17%	0%	3.3%
CC(C)(C)OC1NS(=O)(=O)OCC1NCOC(Cl)(Cl)Cl (stereo unspecified)	3%	2%	-1%	2%	1.6%
CCOc1cc(C(=O)NCc2ccc(C)cc2)ccc1OCC(=O)N1CCOCC1	-3%	-10%	0%	-3%	i
CC1=C(C(=O)OCc2ccccc2)C(/C=C/c2ccccc2)NC(=S)N1 (stereo unspecified)	-6%	55%	12%	53%	13%
O=C(c1ccc(Cl)cc1)c1cccc(O)c1	.	.	-8%	.	0.6%
COc1cccc(OC)c1C(=O)Nc1sc2c(c1C(N)=O)CCCC2	12%	10%	.	-7%	1.3%
COc1ccc(C)cc1Nc1cc(C)nc2nc(C)nn12	-6%	12%	7%	0%	6.8%
